From PubChem BioAssay
TbPYK inhibitor: qHTS of Trypanosoma Brucei Inhibitors | hit rate 0.12% among 410,000 | pyruvate kinase (Trypanosoma brucei), Q57TT1 | TbPYK enzyme, Kinase-Glo Plus ATP luminescence, 45 min | Potency, µM (top dose mostly 76.8 µM), for inactives: at the highest dose activity, negative = inhibition, usual class: inhibitors; active means well fitted inhibition curve with a large enough effect; further: nearly all actives have a fitted effect of over 50% in size
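Luminescence from Kinase-Glo Plus, added after a 45-minute room-temperature reaction, served as the end-point read-out. The enzyme and substrate were preincubated with compound before ADP (130 uM final) initiated turnover. Concentration-effect curves came from normalized qHTS data.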
* marks the source's active call; other numbers are inactive results; [ ] = remark or other dose. On the % scale 0 is the no-effect control and ±100 the full control effect; potency means the concentration at half of the fitted maximal effect. These rows are one share of the data; the hit share may differ from the screen's.

SMILES,TbPYK inhibitor
Cc1ccc(CNC(=O)CN2CCCN(Cc3ccc(F)cc3)S2(=O)=O)cc1,4%
Cc1cc(-c2ccc(C)c(S(=O)(=O)Nc3cccc(C)n3)c2)on1,-4%[15.4 µM]
O=C(NCc1ccc(F)cc1Cl)c1cc(=O)[nH]c2ccc(S(=O)(=O)N3CCCCC3)cc12,3%
COc1ccc(-n2cc(C(=O)N(C)c3cc(C)ccc3OC)c3ccccc3c2=O)cc1,-8%
CN(Cc1ccc(C(C)(C)C)cc1)c1cccc2ccccc12,0%
CCn1ccc2cc(S(=O)(=O)N3CCCN(C(=O)NCCOC)CC3)ccc21,2%
Cc1ccc(-n2c(/C=C/c3cccc(C(F)(F)F)c3)nc3ccccc3c2=O)cc1,-9%
CC1Cc2cc(S(=O)(=O)NCc3ccc(F)cc3)ccc2N1C(=O)C1CCC1 (stereo not given),4%
Cc1ccc(-n2nnnc2CNC(=O)c2ccccc2C)cc1C,0%
O=C(NCc1ccc(F)cc1)c1ccc2c(Cl)c3c(nc2c1)CCCC3,-2%
CCOc1ccc(NC(=O)CN2CCN(Cc3ccccc3)S2(=O)=O)cc1,0%
CC(=O)Nc1cccc(-c2nnc(SCC(=O)c3cc([N+](=O)[O-])ccc3Br)o2)c1,0%
CCc1ccc(NC(=O)C2CCC(CNS(=O)(=O)c3cccs3)CC2)cc1 (stereo not given),0%
Cc1ccccc1-n1nc(CO)c(C(=O)NCc2cccnc2)n1,0%
COc1ccc(-c2cc(C(=O)Nc3cccc(C(C)=O)c3)no2)cc1OC,-3%
C=Cc1ccc(CSc2nc(-c3ccccc3Cl)nc3c2Cc2c(CO)cnc(C)c2O3)cc1,-10%
Cc1cccc(NS(=O)(=O)c2ccc3c(c2)CCN3C(=O)C2CCC2)c1,-7%
Fc1ccc(Nc2ncnc3onc(-c4ccc(Cl)cc4)c23)cc1Cl,3%
Cc1ccc(Cl)cc1NC(=O)CSc1nc2ccccc2nc1Cc1ccccc1,-2%
CC(C)Oc1ccc(CNC(=O)c2ccc3nc(C(C)C)oc3c2)cc1,7%
Cc1ccccc1-c1nc2cc(NC(=O)COc3ccc(F)cc3)ccc2o1,0%
COC(=O)c1ccc(OCC2c3cc(OC)c(OC)cc3CCN2C(=O)Cc2ccccc2)cc1 (stereo not given),-4%
Cc1cccc2c1-c1sc(C(=O)NCCc3ccc(Cl)cc3)cc1CO2,-5%
Cc1nc2nc(C)c(CCC(=O)NCCc3ccccc3)c(C)n2n1,-3%
Cc1ccc(-c2nc3ccccc3[nH]2)cc1NC(=O)COc1ccc(Cl)cc1Cl,3%
Clc1cccc(N2CCN(c3nc4ccccc4n4nnnc34)CC2)c1,-6%
O=C(CCCCCn1c(=O)c2sccc2n(CC(=O)Nc2cc(C(F)(F)F)ccc2Cl)c1=O)NCc1ccccc1Cl,-10%
O=S(=O)(Nc1cccc(-c2ccc(N3CCCCC3)nn2)c1)c1cccc(F)c1,-2%
O=C(c1ccc(C(F)(F)F)cc1)N1CCC(c2nc(-c3ccc(S(=O)(=O)N4CCCC4)cc3)no2)CC1,-11%
CC1CCN(C(=O)c2cc3c(=O)n(C)c4cc(Cl)ccc4c3s2)CC1,4%
CCc1nn2c(=O)c(F)c(N3CCNCC3)nc2s1,-5%
CCc1ccc2ncc3c(-c4ccc(C)cc4)nn(CC(=O)Nc4ccc(C)cc4)c3c2c1,4%
Cc1cc(NC(=O)Nc2nnc(N3CCCCC3)s2)ccc1Br,1%
CN1CC(=O)N(CC(=O)Nc2ccc(OC(F)(F)F)cc2)c2ccccc2C1=O,6%
Cc1ccc2nc(-c3ccc(Cl)cc3)cc(C(=O)OCC(=O)c3ccccc3)c2c1,-8%
COc1ccc(NC(=O)Nc2nnc(N3CCCCCC3)s2)cc1,-9%
CC(NC(=O)Cn1ccc2cc(S(=O)(=O)N3CCCCCC3)ccc21)c1ccccc1 (stereo not given),-6%
COc1cccc(NC(=O)Cn2nc(C)c3c(C)n(-c4ccccc4)nc3c2=O)c1,6%
CCn1c2ccccc2c2cc(CN3CCN(Cc4ccccc4C)CC3)ccc21,5%
CCOc1ccc(C(=O)c2cn(CC(=O)Nc3ccc4c(c3)OCCO4)c3ccc(OC)cc3c2=O)cc1,-7%
CCOc1cc(C2C(C(=O)OC)=C(C)NC3=C2C(=O)c2ccccc23)c(Br)cc1OC (stereo not given),0%
COC(=O)c1cccc(-n2c(CCC(=O)O)ccc2-c2ccc(OC)cc2)c1,-19%
CCCCNC(=O)CN1C(=O)COc2ccc(S(=O)(=O)N3CCCC3)cc21,-7%
CCOC(=O)c1cccc(NC(=O)N2CC(CC)Sc3ccccc32)c1 (stereo not given),0%[15.4 µM]
Cc1nn(C(=O)c2ccccc2F)c(C)c1S(=O)(=O)N1CCCCCC1,-4%
Cc1ccc(CCNC(=O)Cn2ncc3c([nH]c4ccc(C)cc43)c2=O)cc1,-1%
CCCc1cnc2c(c1SCC(=O)Nc1cccc(C)c1C)c(=O)n(C)c(=O)n2C,2%
CCC(=O)OCc1cnc(C)c2oc(=O)c(C(=O)Nc3ccc(CC)cc3)cc12,-4%
O=C(NC1CC(=O)N(c2ccccc2)C1)c1cccs1 (stereo not given),0%
COc1ccc(NC(=O)N2CC3(CCN(C(=O)c4cccn4C)CC3)C2)cc1,6%

Additional records
| SMILES | TbPYK inhibitor |
| --- | --- |
| CCOc1ccccc1NC(=O)Cn1nc(N2CCN(c3ccccc3)CC2)ccc1=O | 10% |
| CC1CCc2c(sc(NC(=O)c3cc(-c4cccc(Cl)c4)on3)c2C(N)=O)C1 (stereo not given) | 0% |
| Cc1ccc2nc(SC(Cc3cc(Cl)ccc3Cl)C(=O)O)[nH]c2c1 (stereo not given) | -3% |
| COc1ccc(-c2cnc(C)o2)cc1S(=O)(=O)Nc1ccc(NC(C)=O)cc1 | 2% |
| Cc1ccc2cccc(NC(=O)C(C)Oc3ccc(Cl)cc3Cl)c2n1 (stereo not given) | -2% |
| Cc1cc(C)c(/C=C/c2onc(C)c2S(=O)(=O)N2CCC(C(=O)N3CCN(c4ccccc4)CC3)CC2)c(C)c1 | 5% |
| Cc1c(NC(=O)Cc2ccc(Cl)cc2)cccc1-c1nc2cccnc2s1 | -3% |
| CCC(=O)N1CCc2cc(CNS(=O)(=O)c3ccc(Br)s3)ccc21 | 0% |
| CCOc1ccc(NC(=O)c2cnc(N3CCCC3)nc2C)cc1 | 5% |
| COc1ccc(-c2cc(C(=O)Nc3ccc(C#N)cc3)no2)cc1 | -7% |
| CSc1ncc(Cl)c(C(=O)Nc2ccc(S(=O)(=O)N3CCC(C)CC3)cc2)n1 | 2% |
| CCOc1ccc(NC(=O)CCS(=O)(=O)c2ccc3c(c2)n(C)c(=O)c(=O)n3C)cc1 | -6% |
| O=C(Cc1cccc([N+](=O)[O-])c1)NCc1nc2cccnc2n1Cc1ccc(F)cc1 | 7% |
| CCc1ccc(NC(=O)C(=O)NCCc2sc(-c3ccc(OC)c(OC)c3)nc2C)cc1 | -4% |
| Cn1cc(S(=O)(=O)c2ccccc2)c(=O)c2cc(F)c(N3CCCCC3)cc21 | 5% |
| CC(=O)NCCNc1nc2c(-c3cccc(C)c3)nnn2c2ccc(Cl)cc12 | -7% |
| Cc1ccccc1CNC(=O)C(=O)NCC(c1ccc2c(c1)OCO2)N1CCOCC1 (stereo not given) | -5% |
| COc1cccc(NC(=O)CSc2nnc3[nH]c(=O)cc(-c4ccccc4)n23)c1 | -4% |
| CSc1ccc(CCNC(=O)CN2C(=O)c3cccnc3Oc3ccc(Cl)cc32)cc1 | -4%[15.4 µM] |
| CC(=O)Nc1ccc(-c2nnc(SCC(=O)c3ccc([N+](=O)[O-])cc3)o2)cc1 | 0% |
| Cc1ccccc1NC(=O)Cn1c(=O)n(CCc2ccccc2)c(=O)c2sc3ccccc3c21 | -4% |
| COC(=O)c1cc(NC(=O)CN(c2ccccc2)S(=O)(=O)N(C)C)ccc1Cl | -7% |
| O=S(=O)(c1cccc(Br)c1)N1CCN(S(=O)(=O)c2ccc3c(c2)OCCO3)CC1 | -5% |
| CCc1nnc(NC(=O)CSc2nccn2-c2ccc(OC)cc2)s1 | -21% |
| COc1cc(C2c3c(-c4ccc(C)cc4)n[nH]c3C(=O)N2c2ccc(F)cc2)ccc1O (stereo not given) | 9% |
| CCOC(=O)c1c(C)oc2nc(C)nc(NCc3ccc(OC)cc3OC)c12 | 1% |
| COc1ccc(-c2c(C)nn3c(N4CCN(c5ccccc5F)CC4)cc(C)nc23)cc1OC | -2% |
| O=C(Nc1ccc(OC(F)(F)F)cc1)NC1COc2ccccc2C1 (stereo not given) | 4% |
| Cc1coc2c(C)c3oc(=O)c(CCC(=O)N4CCCCC4)c(C)c3cc12 | 2% |
| Cc1nn(CCCC(=O)Nc2ccccc2C(F)(F)F)c(=O)c2nn(-c3ccccc3)c(C)c12 | 0% |
| Cc1ccn2c(Nc3ccc4c(c3)OCCO4)c(-c3ccc(C)o3)nc2c1 | -12% |
| O=C(Nc1cccc(F)c1)[C@H](CSCc1ccccc1)N1Cc2ccccc2C1=O | -12% |
| CC(C)CCNC(=O)c1cc(-c2cccnc2)nc2ccc(S(=O)(=O)N3CCC(C)CC3)cc12 | 8% |
| COc1ncc2nc(CCc3ccccc3)c(=O)n(C)c2n1 | 0% |
| CCOc1ccc(Nc2ncnc3c2nc2n3CCCCC2)cc1 | 9% |
| COc1cccc(NC(CNS(=O)(=O)c2ccc(C)cc2)c2ccccc2)c1 (stereo not given) | -5% |
| COc1cccc(CNC(=O)Cn2c(=O)nc(-c3ccccc3F)c3cc(Cl)ccc32)c1 | -2% |
| CCOC(=O)C1CCN(c2ncnc3c2nc2n3CCCCC2)CC1 | -6% |
| COc1ccc(OC)c(CNC(=O)CN2N=C(c3ccc(Cl)cc3)CCC2=O)c1 | -3% |
| COc1ccc2cc(-c3nnc(Nc4ccccc4)s3)c(=O)oc2c1 | -5% |

15 consecutive records from above:
| SMILES | TbPYK inhibitor |
| --- | --- |
| Cc1ccc(CNC(=O)CN2CCCN(Cc3ccc(F)cc3)S2(=O)=O)cc1 | 4% |
| Cc1cc(-c2ccc(C)c(S(=O)(=O)Nc3cccc(C)n3)c2)on1 | -4%[15.4 µM] |
| O=C(NCc1ccc(F)cc1Cl)c1cc(=O)[nH]c2ccc(S(=O)(=O)N3CCCCC3)cc12 | 3% |
| COc1ccc(-n2cc(C(=O)N(C)c3cc(C)ccc3OC)c3ccccc3c2=O)cc1 | -8% |
| CN(Cc1ccc(C(C)(C)C)cc1)c1cccc2ccccc12 | 0% |
| CCn1ccc2cc(S(=O)(=O)N3CCCN(C(=O)NCCOC)CC3)ccc21 | 2% |
| Cc1ccc(-n2c(/C=C/c3cccc(C(F)(F)F)c3)nc3ccccc3c2=O)cc1 | -9% |
| CC1Cc2cc(S(=O)(=O)NCc3ccc(F)cc3)ccc2N1C(=O)C1CCC1 (stereo not given) | 4% |
| Cc1ccc(-n2nnnc2CNC(=O)c2ccccc2C)cc1C | 0% |
| O=C(NCc1ccc(F)cc1)c1ccc2c(Cl)c3c(nc2c1)CCCC3 | -2% |
| CCOc1ccc(NC(=O)CN2CCN(Cc3ccccc3)S2(=O)=O)cc1 | 0% |
| CC(=O)Nc1cccc(-c2nnc(SCC(=O)c3cc([N+](=O)[O-])ccc3Br)o2)c1 | 0% |
| CCc1ccc(NC(=O)C2CCC(CNS(=O)(=O)c3cccs3)CC2)cc1 (stereo not given) | 0% |
| Cc1ccccc1-n1nc(CO)c(C(=O)NCc2cccnc2)n1 | 0% |
| COc1ccc(-c2cc(C(=O)Nc3cccc(C(C)=O)c3)no2)cc1OC | -3% |

(cont.)
| SMILES | TbPYK inhibitor |
| --- | --- |
| COc1ccc(C)cc1NC(=O)c1cc(S(=O)(=O)N2CCC(C)CC2)cn1C | -1% |
| CCCCNC(C)(C)[P+](=O)O | -5% |
| Cc1ccc(NC(=O)Cn2cc(C(=O)c3ccco3)c3ccccc32)cc1C | 2% |
| Cc1ccc(O)c(NC(=O)CCS(=O)(=O)c2nc(-c3cccs3)cc(C(F)(F)F)n2)c1 | -6% |
| O=C(Nc1ccc(Cl)c(C(F)(F)F)c1)c1ccc2c(c1)CCN2S(=O)(=O)c1ccccc1 | -4% |
| O=C(Cc1ccc(F)cc1)N1CCC(c2nc3c(nnn3Cc3ccc(Cl)cc3)c(=O)[nH]2)CC1 | 2% |
| CCOC(=O)c1c(C)[nH]c(CCC(=O)NC(C)c2ccccc2)c1C (stereo not given) | 0% |
| CCOc1ccc(C2C=C(c3cccc(OC)c3)Nc3nnnn32)cc1 (stereo not given) | 2% |
| COC(=O)c1c(NC(=O)COc2ccc(C(C)C)cc2)sc2c1CCCC2 | 5% |
| CCc1nn2c(=O)cc(COC(=O)c3cccc(NC(=O)COc4ccccc4F)c3)nc2s1 | 2% |
| O=C(NC1CCCC1)c1ccc(CSc2nc3cccnc3n2Cc2ccccc2F)cc1 | 2% |
| CC1CCCN(c2nc(-c3ccccc3O)nc3ccccc23)C1 (stereo not given) | -5% |
| CCOc1ccc(Br)cc1C1C(C(=O)OC)=C(C)NC2=C1C(=O)c1ccccc12 (stereo not given) | -2% |
| Cc1cccc2sc(N(Cc3cccnc3)C(=O)Cc3ccccc3)nc12 | -4% |
| COc1cccc(C2C(C(=O)Nc3ccccc3OC)=C(C)Nc3nc(-c4ccco4)nn32)c1 (stereo not given) | 0% |
| O=C(NCc1noc2ccccc12)Nc1ccc(F)cc1F | -9% |
| O=C(Cn1nc(-c2ccccc2)c2c(c1=O)CCCC2)Nc1ccc(F)c(Cl)c1 | 7% |
| CCOC(=O)c1c(-c2ccccc2)oc2ccc(N(C(C)=O)S(=O)(=O)c3ccc(CC)cc3)cc12 | 2% |
| CN1C(=O)C2(SCC(=O)N2c2cccc(C(F)(F)F)c2)c2ccccc21 (stereo not given) | 0% |
| CNC(=O)C1CCN(Cc2cc3ccccc3n2Cc2ccccc2C)CC1 | -2% |
